GLS inhibitor = inhibitors of human glutaminase (GLS). GLS enzymatic activity, qHTS titration. AID 624170. 0.21% of 410,000 active. O94925. Potency, µM (titrated, usually from 45.5 µM), for the others: at the top dose activity change, negative = inhibition, hits mostly inhibitors; further: on the % scale 0 is the no-effect control and ±100 the full control effect
Target sequence (O94925 whole entry, looked up): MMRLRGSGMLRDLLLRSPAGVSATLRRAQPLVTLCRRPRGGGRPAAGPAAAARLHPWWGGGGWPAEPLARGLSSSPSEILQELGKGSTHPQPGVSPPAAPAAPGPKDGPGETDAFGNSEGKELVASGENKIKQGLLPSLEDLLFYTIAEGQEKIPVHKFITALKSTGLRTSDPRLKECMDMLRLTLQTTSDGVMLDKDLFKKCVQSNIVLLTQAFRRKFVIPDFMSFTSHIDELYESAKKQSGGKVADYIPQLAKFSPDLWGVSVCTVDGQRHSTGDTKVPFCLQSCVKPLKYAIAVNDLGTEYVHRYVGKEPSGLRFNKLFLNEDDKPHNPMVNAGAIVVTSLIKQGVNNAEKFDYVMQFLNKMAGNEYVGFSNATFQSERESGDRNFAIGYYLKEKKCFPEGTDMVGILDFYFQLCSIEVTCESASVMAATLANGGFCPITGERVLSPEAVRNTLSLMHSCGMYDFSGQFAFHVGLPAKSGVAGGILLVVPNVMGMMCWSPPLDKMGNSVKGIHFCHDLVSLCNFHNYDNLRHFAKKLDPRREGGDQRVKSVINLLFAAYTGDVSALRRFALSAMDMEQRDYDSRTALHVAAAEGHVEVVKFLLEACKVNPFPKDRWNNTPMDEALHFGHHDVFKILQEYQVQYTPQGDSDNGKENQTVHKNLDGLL
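hKGA; 45 mM KH2PO4 pH 8.2 + 0.02% Tween-20; cpd via pin tool; 1 mM Gln soln; GluOx/HRP/Amplex Red; RT 30 min; fluor. t0 & final.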
G9a block = inhibitors of human histone lysine methyltransferase G9a; Q96KQ7; G9a H3K9 monomethylation, AlphaScreen, 2 h; Potency, µM (series often up to 102 µM), inactives show at the highest dose activity, negative = inhibition, most hits filed as inhibitors; 8.8% of 350,000 active; further: on the % scale 0 is the no-effect control and ±100 the full control effect; nearly all actives have a fitted effect of over 75% in size
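AlphaScreen detection with an anti-monomethyl H3K9 antibody quantified product after a 2 h room-temperature reaction containing 500 nM biotinylated H3K9 peptide, 20 µM SAM and 20 nM enzyme, which had been preincubated 15 min with compound.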
BAZ2B inh = BAZ2B (human) inhibition; Q9UIF8; AlphaScreen BAZ2B-H3K14Ac peptide displacement; Potency, µM (highest dose often 114 µM), without a hit: at the highest dose activity change, negative = inhibition, most hits filed as inhibitors; 4.4% of 360,000 active; AID 504333; further: on the % scale 0 is the no-effect control and ±100 the full control effect; nearly all actives have a fitted effect of over 60% in size
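AlphaScreen displacement: compounds (up to 110uM) incubated 30 min at room temperature with a preformed 50 nM BAZ2B/50 nM biotinylated H3K14Ac peptide complex in PBS pH 7.4 with Tween-20. Donor and acceptor beads at 10 ug/mL final added, 20 min light-protected before reading.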
Pol iota inh = DNA polymerase iota (human) inhibition; Pol iota fluorescent replication assay, 10 min; Q9UNA4; Potency, µM (top dose mostly 115 µM), without a hit: at the top dose activity, negative = inhibition, hits mostly inhibitors; AID 588590; 1% of 390,000 active
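Pol iota at 10 nM preincubated 15 min with compounds at room temperature; reaction started with fluorescent substrate, 50 nM final. Fluorescence read kinetically at 0 and 10 min; buffer-only wells as negative control.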
BLM inh = Bloom syndrome helicase (human) inhibition; recombinant BLM DNA unwinding, fluorescence dequenching; P54132; Potency, µM (doses to about 56.1 µM), without a hit: at the highest dose activity change, negative = inhibition, hits mostly inhibitors; 0.2% of 350,000 active;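 further: plate controls were vehicle for no effect and no enzyme for full effect; nearly all actives have a fitted effect of over 35% in size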
HP1b chromo inh = inhibitors of HP1-beta chromodomain binding to methylated histone tails; AlphaScreen HP1-beta / biotin-H3K9me3 peptide binding; Potency, µM (titrated, usually from 114 µM), for inactives: at the highest dose activity change, negative = inhibition, hits mostly inhibitors; 0.56% of 390,000 active; AID 540317; further: nearly all actives have a fitted effect of over 70% in size; inactives centre near 23
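AlphaScreen: HP1-beta (50 nM) preformed 30 min with biotin-H3(1-18)K9me3 peptide (50 nM) in PBS pH 7.4, 0.01% Tween-20. Compound added for 30 min at RT, then streptavidin donor/nickel chelate acceptor beads (10 ug/mL) for 30 min.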
JMJD2A Tudor inh = inhibitors of human JMJD2A Tudor domain. AlphaScreen JMJD2A-Tudor / H3K4me3 peptide binding. Potency, µM (highest dose often 114 µM), for inactives: at the top dose activity change, negative = inhibition, actives largely listed as inhibitors. 4.4% of 390,000 active; further: on the % scale 0 is the no-effect control and ±100 the full control effect; nearly all actives have a fitted effect of over 50% in size
Pin1 inh = inhibitors of human Pin1; Pin1 FP peptide displacement, HiFluor488, 10 min; Potency, µM (highest dose often 115 µM), for inactives: at the top dose activity, negative = inhibition, usual class: inhibitors; 0.009% of 390,000 active; AID 504891; active means well fitted inhibition curve with a large enough effect in the polarisation, with a control signal flat, not every such curve was filed as active; inconclusive means small, poorly fitted or top-dose-only effect, or effect the other way, or a change in a side signal; inactive means no such curve, though single readings can be large or run the other way; the % refers to the polarisation; further: on the % scale 0 is the no-effect control and ±100 the full control effect
Tb PGK inh = blocks T. brucei phosphoglycerate kinase; 0.043% of 380,000 active; PGK/GAPDH coupled, Kinase-Glo luminescence, 60 min; AID 602233; P07378; Potency, µM (highest dose often 57.5 µM), for the others: top-dose activity change, negative = inhibition, actives largely listed as inhibitors; further: on the % scale 0 is the no-effect control and ±100 the full control effect; nearly all actives have a fitted effect of over 60% in size
Target sequence (P07378 whole entry, looked up): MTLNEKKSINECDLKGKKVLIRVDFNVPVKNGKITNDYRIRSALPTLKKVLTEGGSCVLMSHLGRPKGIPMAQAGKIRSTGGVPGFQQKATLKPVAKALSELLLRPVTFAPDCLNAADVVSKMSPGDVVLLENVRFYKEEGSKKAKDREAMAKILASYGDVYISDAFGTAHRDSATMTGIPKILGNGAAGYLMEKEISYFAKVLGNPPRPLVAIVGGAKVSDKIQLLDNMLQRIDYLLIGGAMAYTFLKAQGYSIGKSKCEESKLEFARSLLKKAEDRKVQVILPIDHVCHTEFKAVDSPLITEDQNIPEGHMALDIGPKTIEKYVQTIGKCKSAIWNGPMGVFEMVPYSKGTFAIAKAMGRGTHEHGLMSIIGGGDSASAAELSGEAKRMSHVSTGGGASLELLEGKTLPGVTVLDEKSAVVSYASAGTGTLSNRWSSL
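Recombinant glycosomal PGK reaction used 1,3-bisphosphoglycerate generated in-well by GAPDH (100nM final) in 100mM TEA pH 7.6, 5mM MgCl2, 0.01% Tween-20. After 60 minutes at room temperature, ATP was read by Kinase-Glo Plus luminescence end-point.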
The depositor's hits bear a star; i = inactive; ? = inconclusive; . = no result given; [ ] = dose if it differs, or a comment. Unless noted, the call rests on the fitted dose curve; in most records, active means well fitted curve in the direction sought with a large enough effect; inconclusive means small, poorly fitted or top-dose-only effect, or another doubt; inactive means no such curve, though single readings can be large; an effect the other way counts as inactive or inconclusive. Potency means the concentration at half of the fitted maximal effect. A portion of the library; rates above refer to the full screens.

structure	GLS inhibitor	G9a block	BAZ2B inh	Pol iota inh	BLM inh	HP1b chromo inh	JMJD2A Tudor inh	Pin1 inh	Tb PGK inh
O=C1OC(NC(=O)c2ccccc2)C(n2cc(CO)nn2)=C1Cl (stereo unspecified)	75%[activator]	?	?	?	-3%	?	89µM*	.	-2%
CCOC(=O)N1CCN(C(=O)c2cccc(NC3=NC4CS(=O)(=O)CC4S3)c2)CC1 (stereo unspecified)	-1%	?	-2%	-9%[58.9 µM]	0%	25%	-4%	-1%	3%
CC1CCc2c(sc3c2C2=NS(=O)(=O)CCN2C=N3)C1 (stereo unspecified)	1%	10%[12.7 µM]	-5%	-13%	-1%	25%	-10%	-1%	-2%
COc1ccc(C(CNC(=O)c2ccccc2C)N2CCCC2)cc1 (stereo unspecified)	-5%	-3%	8%	26%	-5%	18%	-13%	3%	-4%
CCCCNC(=O)CC1Nc2ccccc2NC1=O (stereo unspecified)	-2%	-32%	8%	29%	-3%	30%	-24%	?	-8%
CCSc1nc(-c2ccc(OC)cc2)n(-c2nc3ccccc3s2)n1	-13%	19%[59 µM]	59%[activator]	10%	0%	61%	49%[activator]	?	0%
COc1ccc(CCNC(=O)COC(=O)CSc2ccc([N+](=O)[O-])cc2)cc1OC	12%	9%[12.7 µM]	2%	?	.	11%	-19%	?	i
Cc1c(Cl)c([N+](=O)[O-])nn1CC(=O)NCc1cccnc1	-2%	27%	-6%	31%[activator]	-8%	25%	-3%	7%	10%

The listing continues:
structure	GLS inhibitor	G9a block	BAZ2B inh	Pol iota inh	BLM inh	HP1b chromo inh	JMJD2A Tudor inh	Pin1 inh	Tb PGK inh
Cc1cc(OC(C)C(=O)NCCCN2CCOCC2)ccc1Cl (stereo unspecified)	-6%	51%	-18%	24%	-1%	39%	-2%	0%	-1%
Cc1sc(NC(=O)CN2CCOCC2)c(C#N)c1C	17%	21%	-22%	18%	-1%	16%	-14%	1%	-6%
CCOc1cc(CNn2c(C)nnc2SCC(=O)NC(C)(C)C)ccc1OCC(=O)NC(C)(C)C	2%	.	0%	68%[activator]	-2%	37%[activator]	-9%	5%	-1%
COc1ccc(C(=S)N2CCOCC2)cc1OC(=O)c1cc([N+](=O)[O-])c(C)c([N+](=O)[O-])c1	9%	?	-39%	?	-12%	-36%	?	-5%	i
Fc1cccc(NC(=S)NCC(c2cccnc2)N2CCOCC2)c1 (stereo unspecified)	2%	8%	0%	-1%	3%	39%[activator]	-19%	-2%	-2%
Cc1cccc(NC(=O)NCC2CCN(c3ccc(S(=O)(=O)N4CCOCC4)cc3)CC2)c1	1%	20%	-11%	-2%	-7%	6%	-10%	6%	0%
Cn1cccc1/C=N/NC(=O)c1ccco1	-15%	?	0%	58%[activator]	-2%	19%	-9%	-6%	i
O=C(COc1cccnc1[N+](=O)[O-])Nc1ccc2c(c1)CCC2	1%	2%[12.7 µM]	-1%	22%	-3%	13%	-16%	9%	-7%

The listing continues.
structure	GLS inhibitor	G9a block	BAZ2B inh	Pol iota inh	BLM inh	HP1b chromo inh	JMJD2A Tudor inh	Pin1 inh	Tb PGK inh
CC(C)(C)CN1CCNC(=O)C1CC(=O)NCCc1ccccc1C(F)(F)F (stereo unspecified)	7%	.	-6%	-1%	-8%	25%	-22%	-1%	4%
Cc1ccsc1C(=O)NCCc1nnc2ccccn12	-2%	6%	-3%[57.1 µM]	32%	-2%	39%[activator]	4%	-2%	-4%
Cc1cc(C)c(O)c(C2(O)C(=O)c3ccccc3C2=O)c1	-9%	19%	8%	2%	-2%	2%	-8%	-8%	-4%
COC(=O)c1cc(-c2ccc(OC)cc2F)nc2nc(SC)[nH]c(=O)c12	-4%	4%	-2%	-10%	4%	-16%	-16%	-5%	i
Cn1nccc1C(=O)N1CCN(c2ccc(F)cc2)CC1	23%	-35%[59 µM]	0%	20%	5%	8%	12%	?	4%
CC(=O)Nc1ccccc1C(=O)N1CC2(C)CC1CC(C)(C)C2 (stereo unspecified)	6%	5%[12.7 µM]	-2%	10%	-3%	67%[activator]	-9%	-11%	4%
CCOC(=O)c1cnc2nc(C(F)(F)F)[nH]n2c1=O	1%	?	?	24%	0%	19%	-25%	-1%	-2%
O=C(CS(=O)Cc1ccccc1Cl)Nc1ccccc1Cl (stereo unspecified)	-5%	6%[12.7 µM]	6%	68%[activator]	-5%	52%[activator]	-6%	-1%	0%

(cont.)
structure	GLS inhibitor	G9a block	BAZ2B inh	Pol iota inh	BLM inh	HP1b chromo inh	JMJD2A Tudor inh	Pin1 inh	Tb PGK inh
CCOc1ccc(/C=C/C(=O)N(CC)CC(=O)Nc2ccc3c(c2)OCCO3)cc1OCC	-9%	61%[activator]	-19%	8%	-7%	26%	-12%	0%	-2%
COc1cccc(CN(C)C(=O)CCN=C2NS(=O)(=O)c3ccccc32)c1OC	-2%	?	3%	13%	.	20%	-8%	2%	-5%
CC(C)OC(=O)NS(=O)(=O)c1cccc([N+](=O)[O-])c1	14%	-50%	.	-5%	1%	43%[activator]	-17%	-1%	3%
COc1ccc(C(=O)Nc2cc(OCc3ccccc3)c(Cl)cc2Cl)cc1	0%	100%[activator][59 µM]	6%	-12%	-6%	33%	29%	0%	-7%
CC(=O)NC(C(=O)c1ccccc1)N1CCCCC1 (stereo unspecified)	-2%	-49%[0.501 µM]	0%	-17%	-8%	37%[activator]	-5%	-5%	i
CCn1c(SCC(=O)Nc2nc(C)c(C)s2)nnc1-c1cccs1	3%	2%[59 µM]	-2%	5%	3%	10%	-13%[57.1 µM]	-3%	-3%
CCC1=NC(c2ccccc2OC)N(O)C1(C)C (stereo unspecified)	37%[activator]	-3%[59 µM]	22%	-6%[58.9 µM]	0%	26%	-11%	-3%	-4%
CCOC(=O)c1scc(-c2ccccc2)c1S(=O)(=O)Nc1cc(OC)cc(OC)c1	2%	?	-36%	-8%	-10%	-18%	-27%	5%	-4%

Carrying on:
structure	GLS inhibitor	G9a block	BAZ2B inh	Pol iota inh	BLM inh	HP1b chromo inh	JMJD2A Tudor inh	Pin1 inh	Tb PGK inh
CC(=O)c1cc(C#N)c(N2CC(C)OC(C)C2)nc1C (stereo unspecified)	1%	-6%	?	109%[activator]	1%	?	11%	-1%	3%
Cc1ccc(NC(=O)C(C)NS(=O)(=O)c2ccc(F)cc2)cc1C (stereo unspecified)	-5%	0%	-9%	18%	0%	21%	-15%	-5%	-7%
CCC1=Nc2ccc(Br)cc2C(c2ccccc2)N1CC(=O)OC (stereo unspecified)	16%	6%[59 µM]	0%	69%[activator]	2%	17%	-17%	2%	-6%
COc1ccc(/C=C2\CCC/C(=C\C=N\N(C)C)C2=O)cc1	4%	?	32µM*	18%	-4%	?	32µM*	?	i
COc1ccc(-c2nn(-c3cccc([N+](=O)[O-])c3)c3c2cnc2cc4c(cc23)OCO4)cc1	-4%	?	-7%	9%	-9%	171%[activator]	-30%	-12%	-9%
COc1cc(C=C2C(=O)c3ccccc3C2=O)cc(OC)c1	6%	.	-15%	98%[activator]	0%	29%	-14%	-3%	0%
COC(=O)CCC(=O)OC1(C)C(=O)C2=CN(CC3CC3)C(c3ccc(OC)cc3)=CC2=C(Br)C1=O (stereo unspecified)	-9%	?	-38%	?	-10%[12.4 µM]	-12%	?	?	-1%
Cn1c(SCc2ccc(C#N)cc2)nnc1-c1ccccc1	0%	?	-8%	8%	-5%	27%	-6%	-10%	-2%
N/C(CCN1CCCCC1)=N/O	48%[activator]	9%[59 µM]	2%	17%	-1%	30%	0%	1%	-1%

Exported with two lines to a compound: part of the list above
Second line of a record – GLS inhibitor, G9a block, BAZ2B inh, Pol iota inh, BLM inh, HP1b chromo inh, JMJD2A Tudor inh, Pin1 inh, Tb PGK inh
- COc1ccc(C(=O)Nc2cc(OCc3ccccc3)c(Cl)cc2Cl)cc1
    0%, 100%[activator][59 µM], 6%, -12%, -6%, 33%, 29%, 0%, -7%
- CC(=O)NC(C(=O)c1ccccc1)N1CCCCC1 (stereo unspecified)
    -2%, -49%[0.501 µM], 0%, -17%, -8%, 37%[activator], -5%, -5%, i
- CCn1c(SCC(=O)Nc2nc(C)c(C)s2)nnc1-c1cccs1
    3%, 2%[59 µM], -2%, 5%, 3%, 10%, -13%[57.1 µM], -3%, -3%
- CCC1=NC(c2ccccc2OC)N(O)C1(C)C (stereo unspecified)
    37%[activator], -3%[59 µM], 22%, -6%[58.9 µM], 0%, 26%, -11%, -3%, -4%
- CCOC(=O)c1scc(-c2ccccc2)c1S(=O)(=O)Nc1cc(OC)cc(OC)c1
    2%, ?, -36%, -8%, -10%, -18%, -27%, 5%, -4%
- CC(=O)c1cc(C#N)c(N2CC(C)OC(C)C2)nc1C (stereo unspecified)
    1%, -6%, ?, 109%[activator], 1%, ?, 11%, -1%, 3%
- Cc1ccc(NC(=O)C(C)NS(=O)(=O)c2ccc(F)cc2)cc1C (stereo unspecified)
    -5%, 0%, -9%, 18%, 0%, 21%, -15%, -5%, -7%
- CCC1=Nc2ccc(Br)cc2C(c2ccccc2)N1CC(=O)OC (stereo unspecified)
    16%, 6%[59 µM], 0%, 69%[activator], 2%, 17%, -17%, 2%, -6%
- COc1ccc(/C=C2\CCC/C(=C\C=N\N(C)C)C2=O)cc1
    4%, ?, 32µM*, 18%, -4%, ?, 32µM*, ?, i
- COc1ccc(-c2nn(-c3cccc([N+](=O)[O-])c3)c3c2cnc2cc4c(cc23)OCO4)cc1
    -4%, ?, -7%, 9%, -9%, 171%[activator], -30%, -12%, -9%
- COc1cc(C=C2C(=O)c3ccccc3C2=O)cc(OC)c1
    6%, ., -15%, 98%[activator], 0%, 29%, -14%, -3%, 0%
- COC(=O)CCC(=O)OC1(C)C(=O)C2=CN(CC3CC3)C(c3ccc(OC)cc3)=CC2=C(Br)C1=O (stereo unspecified)
    -9%, ?, -38%, ?, -10%[12.4 µM], -12%, ?, ?, -1%
- Cn1c(SCc2ccc(C#N)cc2)nnc1-c1ccccc1
    0%, ?, -8%, 8%, -5%, 27%, -6%, -10%, -2%
- N/C(CCN1CCCCC1)=N/O
    48%[activator], 9%[59 µM], 2%, 17%, -1%, 30%, 0%, 1%, -1%
